DT40 TDP1 no CPT = qHTS for Inhibitors of human tyrosyl-DNA phosphodiesterase 1 (TDP1): qHTS in cells in absence of CPT. AID 686978, 2013. hit rate 15% among 420,000. Potency, µM (titrated, usually from 46.2 µM), for inactives: top-dose activity change, negative = growth inhibition, most hits filed as inhibitors. DT40 Tdp1-/- hTDP1 cells, no CPT, ATP luminescence, 48 h; note: nearly all actives have a fitted effect of over 55% in size
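Readout: luminescence from CellTiter-Glo after 30 min in the dark at RT. Cells: DT40 Tdp1-/- with stable hTDP1, 400/well. Exposure: compounds alone, ≥48 hr, 37 °C.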
DT40 TDP1 CPT = qHTS for Inhibitors of human tyrosyl-DNA phosphodiesterase 1 (TDP1): qHTS in cells in presence of CPT. Potency, µM (highest dose often 46.2 µM), inactives show at the highest dose activity change, negative = growth inhibition, actives largely listed as inhibitors. hit rate 12% among 420,000. chicken DT40 Tdp1-/-;hTDP1 cells + 20 nM CPT, ATP luminescence, 48 h. AID 686979, 2013; note: nearly all actives have a fitted effect of over 55% in size
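Chicken DT40 Tdp1-/- cells complemented with human TDP1, 400 cells/well, exposed to compounds plus 20 nM camptothecin for at least 48 h at 37 C; viability read as ATP content by CellTiter-Glo luminescence.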
TDP1 inh = qHTS Assay for Inhibitors of Tyrosyl-DNA Phosphodiesterase (TDP1); AID 485290, 2010; recombinant TDP1, AlphaScreen DNA substrate cleavage; hit rate 0.28% among 350,000; Tyrosyl-DNA phosphodiesterase 1 (Homo sapiens), Q9NUW8; Potency, µM (top dose mostly 130 µM), for inactives: at the highest dose activity change, negative = inhibition, actives largely listed as inhibitors; note: nearly all actives have a fitted effect of over 40% in size
Target sequence (Q9NUW8 whole entry, looked up): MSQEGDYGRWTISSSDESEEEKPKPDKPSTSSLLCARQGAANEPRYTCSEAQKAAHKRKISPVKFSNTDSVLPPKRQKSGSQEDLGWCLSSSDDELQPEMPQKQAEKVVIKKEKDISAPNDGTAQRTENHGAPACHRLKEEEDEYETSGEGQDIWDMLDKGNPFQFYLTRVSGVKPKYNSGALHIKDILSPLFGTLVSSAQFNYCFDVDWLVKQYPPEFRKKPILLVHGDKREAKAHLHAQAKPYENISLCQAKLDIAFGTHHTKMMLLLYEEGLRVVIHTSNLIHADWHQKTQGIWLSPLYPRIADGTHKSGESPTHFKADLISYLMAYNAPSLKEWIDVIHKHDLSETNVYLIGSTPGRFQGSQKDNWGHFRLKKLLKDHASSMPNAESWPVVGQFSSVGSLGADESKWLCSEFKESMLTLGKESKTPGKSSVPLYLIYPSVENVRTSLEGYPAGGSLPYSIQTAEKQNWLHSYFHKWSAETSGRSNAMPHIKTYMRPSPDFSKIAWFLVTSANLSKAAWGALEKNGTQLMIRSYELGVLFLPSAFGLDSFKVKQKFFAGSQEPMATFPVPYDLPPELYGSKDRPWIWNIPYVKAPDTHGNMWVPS
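E. coli-derived human Tdp1, 1 nM final. Cpd preinc 15 min RT; substrate 15 nM final, 5 min RT; AS bead mix 10 ug/ml final, 10 min RT. Signal loss = tyrosine-FITC cleavage. No-enzyme wells = max signal.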
* hit, by the source's call; ? = inconclusive; / = not tested or not shown; & = joins results of further samples; ! = a repeat was not active; [ ] = remark or other dose. Calls come from the whole dose curve; as a rule, active = well fitted curve in the direction sought with a large enough effect; inconclusive = small, poorly fitted or top-dose-only effect, or another doubt; inactive = no such curve, though single readings can be large; an effect the other way counts as inactive or inconclusive. % is set by controls: 0 for no effect and ±100 for the full control effect; potency is the fitted concentration of half-maximal effect. The list is partial; count on the stated rates, not on these rows.

SMILES	DT40 TDP1 no CPT	DT40 TDP1 CPT	TDP1 inh
COc1ccc(O)c(CN2CCCC(C(=O)c3sccc3C)C2)c1 (configuration not stated)	?	-25%	5%
CC(C)(C)n1nnnc1C(c1ccnc2ccccc12)N1CCC2(CC1)C(=O)NCN2c1ccccc1 (configuration not stated)	?	?	/
CSc1nc2ccccc2c(=O)n1-c1cccnc1	-15%	10%	/
COc1ccc(OC)c(CN2CCN(C(=O)Cc3ccccc3)CC2)c1	-3%	-21%	/
COc1ccc(-n2c(O)c(C(C)=NCc3ccco3)c(=O)[nH]c2=O)cc1	-6%	1%	-2%
CCCC(=O)C1C(=O)NC(=O)NC1=O	-1%	3%	0%
CC1([N+](=O)[O-])COP(=O)(Nc2ccc(F)cc2)OC1 (configuration not stated)	0%	0%	/
CN1CCCC2(CCN(C(=O)c3csnn3)CC2)C1	-3%	11%	/
O=C1CC(N2CC=C(c3ccc(F)cc3)CC2)C(=O)N1c1ccc(F)cc1 (configuration not stated)	?	?	8%
Cc1nccc2c1[nH]c1ccccc12	24µM*!	?	11%[56.1 µM]
O=C(CN1CC(c2ccccc2)CC1=O)Nc1ccc(F)cc1 (configuration not stated)	-15%	2.9µM*	0%
CN(C)c1ccc(C(O)P(=O)(OC2CCCCC2)OC2CCCCC2)cc1 (configuration not stated)	-30%	?	/
Cc1cccc(CN2CC=C(c3noc(CCC(=O)Nc4ccc(C)c(F)c4)n3)CC2)c1	13µM*	16µM*	8%
CSc1nc(Cl)c(Br)c(N2CC2)n1	-19%	-22%	/
Cn1c(=O)oc2cc(S(=O)(=O)N3CCCC(C(=O)N4CCN(c5ccc(Cl)cc5)CC4)C3)ccc21 (configuration not stated)	1.3µM*	5.2µM*	9%
COC(=O)c1ccc(CC(C(=O)c2ccccc2)N(C)C)cc1 (configuration not stated)	?	?	/
CCCC(=O)N(C)C1=Nc2ccc(Cl)cc2C(c2ccccc2)=[N+]([O-])C1	?	?	/
ClCCN(CCCl)c1ccc(C=NNc2ncccn2)cc1	5.2µM*	4.6µM*	/
CC[C@@H](O)C[C@H]1CCC[C@@]2(C[C@@H]3OC(=O)/C=C/[C@@](C)(O)[C@@H](O)[C@H](C)[C@@H](O)[C@H](OC4CCC(N(C)C)C(C)O4)[C@@H](O)[C@](C)(O)CCCCC/C=C/[C@@H]4CC(C)(C)O[C@@]4(O)C[C@H](O2)[C@H]3C)O1 (some centres not stated)	0.15µM*	0.016µM*	/
COc1ccc(Oc2cc(NC(=O)c3nn(C)cc3[N+](=O)[O-])cc([N+](=O)[O-])c2)cc1	-11%	12%	4%

Record cards (already shown). Order of values: DT40 TDP1 no CPT, DT40 TDP1 CPT, TDP1 inh
COc1ccc(OC)c(CN2CCN(C(=O)Cc3ccccc3)CC2)c1 is listed as -3%, -21%, /
Cc1nccc2c1[nH]c1ccccc12 is listed as 24µM*!, ?, 11%[56.1 µM]
CC[C@@H](O)C[C@H]1CCC[C@@]2(C[C@@H]3OC(=O)/C=C/[C@@](C)(O)[C@@H](O)[C@H](C)[C@@H](O)[C@H](OC4CCC(N(C)C)C(C)O4)[C@@H](O)[C@](C)(O)CCCCC/C=C/[C@@H]4CC(C)(C)O[C@@]4(O)C[C@H](O2)[C@H]3C)O1 (some centres not stated) is listed as 0.15µM*, 0.016µM*, /

Continuation.
SMILES	DT40 TDP1 no CPT	DT40 TDP1 CPT	TDP1 inh
Cc1nn(-c2ccccc2)c2c1C(c1ccc3c(c1)OCO3)SCC(=O)N2 (configuration not stated)	?	?	8%
O=C(c1c[nH]cc1-c1ccccc1)c1cccc2ccccc12	15µM*	18µM*	10%
COc1ccccc1-c1nc2c(c(SCc3cccc(Cl)c3)n1)Cc1c(CO)cnc(C)c1O2	18µM*	9.2µM*	8%
O=C(c1ccccc1)C(CN1CCCC1)c1ccccc1 (configuration not stated)	1.6µM*	1.8µM*	-2%
c1cc2c(cc1[C@H]1OC[C@@H]3[C@H]1CO[C@H]3c1ccc3c(c1)OCO3)OCO2	-39%	-45%	8%
CC(C)C[C@@H]1COc2cccc(N3CCN(C)CC3)c2S(=O)(=O)N1	-12%	-3%	/
COC(=O)C1=C(c2ccc(-c3ccccc3)c(F)c2)C[C@@H]2CC[C@H]1N2C(=O)N1CCc2cc(OC)c(OC)cc2C1	?	?	5%
Cc1ccccc1CN1CCN(c2ccc(Cl)cc2)CC1	?	-6%	0%
Cc1ccc(-n2c(-c3ccc([N+](=O)[O-])cc3)nc3ccccc3c2=O)cc1	8.2µM*	?	3%
Cc1ccccc1NC1=NCC(C)S1 (configuration not stated)	0%	-23%	3%
CN1OC[C@@H]2CN[C@H](c3ccc(Br)cc3)C[C@@H]21	-17%	-20%	/
CN(C(=O)Oc1cccc2ccccc12)C1C=CCC1 (configuration not stated)	-64%	-30%	/
Cc1cc(C)c(C(=O)CN2CCOCC2)c(C)c1	-21%	-19%	1%
O=P(Nc1ccccc1)(Nc1ccccc1)Oc1ccccc1	-16%	8%	4%
CC(C)CCP(=O)(O)c1ccccc1	3%	0%	-4%
CCS(=O)(=O)N1Cc2ccccc2CC1C(=O)NCC12CC3CC(CC(C3)C1)C2 (configuration not stated)	?	?	5%
COc1cc(C=C2C(=O)NC(=O)NC2=O)ccc1OCc1ccc([N+](=O)[O-])cc1	-6%	6%	8%
Cc1ccc2nc(N3CCN(C)CC3)[nH]c2c1	1%	-18%	7%
O=c1[nH]c(=O)n(Cc2ccccc2)c(O)c1C=NCCN1CCOCC1	-5%	0%	-2%
CCN1CCN(Cc2cc(Br)cc(Br)c2O)CC1	16µM*	?	7%

Quoted from the listing:
Under DT40 TDP1 no CPT, `CN1OC[C@@H]2CN[C@H](c3ccc(Br)cc3)C[C@@H]21` reads -17%
Under TDP1 inh, `Cc1ccccc1NC1=NCC(C)S1` (configuration not stated) reads 3%

Molecules listed so far that have a Cl atom, in the order listed:
SMILES	DT40 TDP1 no CPT	DT40 TDP1 CPT	TDP1 inh
CSc1nc(Cl)c(Br)c(N2CC2)n1	-19%	-22%	/
Cn1c(=O)oc2cc(S(=O)(=O)N3CCCC(C(=O)N4CCN(c5ccc(Cl)cc5)CC4)C3)ccc21 (configuration not stated)	1.3µM*	5.2µM*	9%
CCCC(=O)N(C)C1=Nc2ccc(Cl)cc2C(c2ccccc2)=[N+]([O-])C1	?	?	/
ClCCN(CCCl)c1ccc(C=NNc2ncccn2)cc1	5.2µM*	4.6µM*	/
COc1ccccc1-c1nc2c(c(SCc3cccc(Cl)c3)n1)Cc1c(CO)cnc(C)c1O2	18µM*	9.2µM*	8%
Cc1ccccc1CN1CCN(c2ccc(Cl)cc2)CC1	?	-6%	0%

Next entries.
SMILES	DT40 TDP1 no CPT	DT40 TDP1 CPT	TDP1 inh
Cc1cccn2c(NCC3CCCO3)c(C(C)C)nc12 (configuration not stated)	1%	-16%	-6%
Nc1c(Cl)c(Cl)c(Cl)c(Cl)c1Cl	-5%[92.5 µM]	-1%[92.5 µM]	/
N#CC(C#N)=Cc1cccnc1	9.2µM*	9.2µM*	0%
O=c1[nH]c(=S)[nH]c(O)c1N=Nc1ccc2c(c1)OCCO2	26µM*	15µM*	-5%
Cc1cc(=O)oc2cc(OCC(=O)N3CCC(C(=O)O)(c4ccccc4)CC3)ccc12	5%	-9%	/
Cc1ccc(OCC(=O)N2CCCC(N3CCN(c4ccc(F)cc4)CC3)C2)cc1 (configuration not stated)	?	?	5%
CCOC(=O)C1=C(NC(=S)NC(=O)c2ccccc2)c2ccccc2CC12CCCC2	18µM*	16µM*	3%
CC(n1cc(C[C@H](N)C(=O)O)c2ccccc21)n1cc(C[C@H](N)C(=O)O)c2ccccc21	0%	22%	20%
COc1ccc2c(c1)CCc1c(C(=O)Nc3c(C)nn(Cc4ccccc4C)c3C)noc1-2	10µM*	23µM*	5%
CCc1ccc(N2C(=O)NC(=O)/C(=C\c3cccn3CCOc3ccc(C(C)C)cc3)C2=O)cc1	16µM*	21µM*	3%
COc1ccc(-n2nnnc2C(CCSC)N2CCC3(CC2)C(=O)NCN3c2ccccc2)cc1 (configuration not stated)	?	?	/
CCOC(=O)c1c(C)n(Cc2ccco2)c2c1cc(O)c1ccccc12	?	?	5%
CCCCOc1ccc(C(C)=O)cc1Cc1c(O)[nH]c(=S)[nH]c1=O	-5%	9%	/
OC(c1ccccc1)(c1ccccc1)C1CCCN1 (configuration not stated)	-9%	-16%	-1%
Cc1ccc(-c2nn(Cc3ccccc3)cc2C(=O)O)cc1	-1%	-2%	-1%
COC(=O)C(C)Oc1cc(C)cc2oc(=O)c3c(c12)CCC3 (configuration not stated)	-6%	-14%	-6%
COc1ccc(/C=N\NC(=O)c2cccc(F)c2)cc1COc1ccccc1	0.65µM*	0.82µM*	/
N#CC1(c2ccccc2)CCN(C2CC(=O)N(c3ccc(F)cc3)C2=O)CC1 (configuration not stated)	-17%	-11%	5%
COc1ccc(/C=C2/C(=O)NC(=O)N(c3ccc(C)c(C)c3)C2=O)cc1CN1C(=O)c2ccccc2C1=O	?	?	-2%
Cn1cc(Br)c(C(=O)Nc2ccc3c(C(F)(F)F)cc(=O)oc3c2)n1	3%	-14%	0%
O=C(CCn1c(=O)oc2ccccc21)N1CCN(C(c2ccccc2)c2ccccc2)CC1	?	16µM*	6%
CCOc1cccc(=NC2CCCCC2)c2c(C)n(C)c(C)c12	2.6µM*	4.1µM*	/
O=C(COc1ccc(Cl)cc1)N1CCN(Cc2ccccc2)CC1	-29%	-22%	5%
COc1ccc(OC)c(CN2C(=O)c3ccccc3C2c2nnnn2-c2c(C)cccc2C)c1 (configuration not stated)	?	?	/
CC(=O)NCC(N)C(=O)c1ccc(Cl)c(Cl)c1 (configuration not stated)	?	?	/
CCCCn1c(N)c(C(=O)OCCOC)c2nc3ccccc3nc21	-26%	3%	/
COC(=O)C1=C(c2ccccc2OCc2ccccc2)C[C@@H]2CC[C@H]1N2C(=O)NCCN1CCOCC1	-25%	-23%	-2%
O=C(O)C(O)(c1ccccc1)C1CCCCC1 (configuration not stated)	19%	6%	/
O=C1NC(=O)C2(CCN(c3ccccc3)CC2)C(=O)N1	1%	8%	/
CN1OC[C@@H]2CN[C@H](c3ccccc3Br)C[C@@H]21	-2%	-13%	/
Cc1cc(/C=C2/C(=O)NC(=O)N(Cc3ccco3)C2=O)c(C)n1-c1ccccc1	-30%	1%	3%
C[C@@H]1CC[C@@]2(OC1)O[C@H]1C[C@H]3[C@@H]4CC=C5C[C@@H](O)[C@H](O)C[C@]5(C)C4CC[C@]3(C)[C@H]1[C@@H]2C (some centres not stated)	18µM*	21µM*	/
CC(C)(C)[C@]1(O)C[C@@H]2OC(=O)C[C@@]23C(=O)O[C@@H]2OC(=O)[C@H](O)[C@]213	-16%&-9%	14%&0%	6%
Cc1ccccc1-n1c(O)c(/C=N/NC(=O)c2ccncc2)c(=O)[nH]c1=O	5%	5%	/
Cc1cc(O)c2c(c1)C(=O)C13C(=C2O)C(=O)[C@H]2[C@@H](O)[C@@H]1[C@H]1[C@H](O)[C@@H]3C(=O)C3=C(O)c4c(O)cc(C)cc4C(=O)C312 (some centres not stated)	1.2µM*	0.65µM*	/

3 compounds picked at random from the list so far:
SMILES	DT40 TDP1 no CPT	DT40 TDP1 CPT	TDP1 inh
CC(C)CCP(=O)(O)c1ccccc1	3%	0%	-4%
COC(=O)C1=C(c2ccccc2OCc2ccccc2)C[C@@H]2CC[C@H]1N2C(=O)NCCN1CCOCC1	-25%	-23%	-2%
O=C1CC(N2CC=C(c3ccc(F)cc3)CC2)C(=O)N1c1ccc(F)cc1 (configuration not stated)	?	?	8%
